Assay outcomes deposited in PubChem by several laboratories.
PPARg SRC-1 ag: PPARgamma-driven SRC-1 recruitment agonism | PPARgamma-SRC-1 coactivator recruitment biochemical assay | activation, % at 8 µM | 0.41% of 200,000 active | AID 631; in the data active means activation above about 19%;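 further: 0% = DMSO and 100% = reference agonist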
Target sequence (P37231 whole entry, looked up): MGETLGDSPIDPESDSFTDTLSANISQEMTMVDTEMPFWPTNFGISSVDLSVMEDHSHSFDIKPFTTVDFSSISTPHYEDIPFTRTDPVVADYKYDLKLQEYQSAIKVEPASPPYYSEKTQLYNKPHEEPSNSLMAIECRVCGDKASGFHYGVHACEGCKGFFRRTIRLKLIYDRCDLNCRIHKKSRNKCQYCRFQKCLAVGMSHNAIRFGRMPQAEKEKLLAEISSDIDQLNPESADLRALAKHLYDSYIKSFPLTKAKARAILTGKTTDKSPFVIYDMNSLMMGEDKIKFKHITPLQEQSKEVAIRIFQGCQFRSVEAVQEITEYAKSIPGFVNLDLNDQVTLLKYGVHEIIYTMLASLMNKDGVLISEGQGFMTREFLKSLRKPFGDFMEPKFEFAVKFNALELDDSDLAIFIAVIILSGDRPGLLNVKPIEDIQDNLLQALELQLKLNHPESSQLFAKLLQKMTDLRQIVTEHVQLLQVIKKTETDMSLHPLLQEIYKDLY
TNAP act hiacc: increases human TNAP activity under high phosphate acceptor concentration | 200,000 tested, under 10 active | purified TNAP, CDP-star luminescence, 1 M DEA, 30 min; active compounds read high; 0 = EDTA background, 1 = DMSO-only activity | P05186 | activation factor at 20 µM;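 active means activation factor at least 2 at 20 µM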
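Control set: EDTA negative control, DMSO positive control / Assay system: human TNAP / Quantity: TNAP 1/800 final / Evaluation: TNAP activation factor scaled between EDTA and DMSO control wells / Measured by: luminescent substrate turnover signal / Compound dosing: one dose, 20 µM / Times: 30 min enzyme reaction at room temperature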
PPARg SRC2 recr: promotes SRC-2 coactivator recruitment by human PPARgamma; activation, % at 8 µM; PPARgamma LBD-SRC-2 recruitment, biochemical; 0.34% of 200,000 active; AID 1032; in the data active means activation above about 22%;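 further: 0% = vehicle and 100% = reference agonist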
bIAP activator: intestinal alkaline phosphatase (bovine) activation; activation factor at 20 µM; AID 1016; 0.17% of 200,000 active; purified bovine IAP, CDP-star luminescence, 30 min; active compounds read high; fold of DMSO-control signal, blank-subtracted;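 active means activation factor of 2 or more at 20 µM, a signal rise over negative controls twice the positive control's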
SRC2 TRFRET art: flags TR-FRET format artefacts in PPARgamma SRC-2 recruitment agonist screen. TR-FRET artefact counter-screen; active compounds read high. 0.4% of 200,000 active. TR-FRET ratio at 8 µM; in the data active means TR-FRET ratio above about 2000; further: inactives centre near 1500
STAT1 inh: inhibitors of IFN-gamma induced STAT1 signaling; NIH 3T3 STAT1-luciferase reporter, luminescence; inhibition, % at 5.5 µM; 0.35% of 200,000 active;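 active means inhibition above a set limit, the mean inhibition across all tested compounds plus 3 SD, cut at about 34% in these data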;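 further: 0% = IFN-gamma with DMSO and 100% = IFN-gamma with 300 µM nifuroxazide; values of inactives mirror those of a sister screen read the other way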
STAT3 blocker: STAT3 signaling inhibition; 0.89% of 190,000 active; inhibition, % at 5.5 µM; U3A cells, IL-6 STAT3-luciferase reporter, luminescence; host cell line lacks STAT1;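 active means inhibition above the mean inhibition across all screened compounds plus 3 SD, cut at about 44% in these data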;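 further: 0% = DMSO only wells and 100% = 100 µM nifuroxazide control wells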
PPARg SRC3 recr: PPARgamma-driven SRC-3 recruitment agonism; P37231; biochemical PPARgamma/SRC-3 coactivator recruitment assay; 0.26% of 200,000 active; activation, % at 8 µM; in the data active means activation above about 23%;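 further: 0% = DMSO and 100% = reference agonist; some compounds past the cut are filed as inactive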
bIAP inhibitor: blocks bovine intestinal alkaline phosphatase activity | inhibition, % at 20 µM | purified bovine IAP, CDP-star luminescence, 30 min | 190,000 tested, under 10 active | AID 1019;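 active means over 50% inhibition of intestinal alkaline phosphatase at 20 µM in the single-dose screen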
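System: purified bovine intestinal alkaline phosphatase (IAP) enzyme; Input: IAP diluted 1/65,000,000 in the well; Measured by: CDP-star luminescence signal; Compound dosing: 20 µM single dose; Incubation: 30 min reaction at room temperature.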
ROMK primary: modulates human ROMK potassium channel activity. AID 1918. B-score at 10 µM. 2% of 130,000 active. Tet-inducible ROMK, thallium flux fluorescence; actives lie on both sides;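 active means signal ratio slope over the read window, or its plate-corrected B-score, at least 3 SD from the plate mean, either direction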;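 further: B-score of the F/F0 ratio slope over 7 to 12 s after thallium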
Target sequence (P48048 whole entry, looked up): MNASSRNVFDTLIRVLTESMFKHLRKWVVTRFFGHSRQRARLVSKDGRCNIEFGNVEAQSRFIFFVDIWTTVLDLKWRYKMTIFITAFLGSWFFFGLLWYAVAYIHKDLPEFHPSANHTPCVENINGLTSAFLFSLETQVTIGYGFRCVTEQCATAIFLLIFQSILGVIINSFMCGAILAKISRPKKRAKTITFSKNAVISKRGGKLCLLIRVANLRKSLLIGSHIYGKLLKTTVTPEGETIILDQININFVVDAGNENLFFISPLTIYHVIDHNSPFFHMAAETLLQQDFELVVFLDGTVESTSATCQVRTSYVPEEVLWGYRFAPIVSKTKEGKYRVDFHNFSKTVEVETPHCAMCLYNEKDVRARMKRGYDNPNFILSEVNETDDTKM
STAT3 activator: increases IL-6 driven STAT3 reporter signal; 0.91% of 190,000 active; activation (% of control), % at 5.6 µM; U3A cells, IL-6 STAT3-luciferase reporter, luminescence; 100% = signal with IL-6 EC80 alone;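 active means activation above the screen-wide mean of compound activation plus 3 SD, cut at about 130% in these data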;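 further: 0% = background luminescence of wells with medium and substrate only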
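Assay system – human STAT1-deficient U3A cells with stable STAT3-luciferase reporter · Also added – IL-6 (33 ng/mL) · Schedule – compound 1 h, then IL-6 6 h at 37 °C · Technique – reporter luminescence signal · Evaluation – % activation versus median of IL-6-stimulated wells · Benchmarks – IL-6-only wells as 100% reference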
Starred values were filed as active, the others as inactive; . = no result given.

SMILES | PPARg SRC-1 ag | TNAP act hiacc | PPARg SRC2 recr | bIAP activator | SRC2 TRFRET art | STAT1 inh | STAT3 blocker | PPARg SRC3 recr | bIAP inhibitor | ROMK primary | STAT3 activator
Cc1nn(Cc2ccc(Cl)cc2Cl)c(C)c1NC(=O)Cn1nc([N+](=O)[O-])c(Cl)c1C | 7 | 1 | 1 | 1 | 1621 | -5 | 9 | -7 | 0 | -0.56 | 95
CSc1nsc(/C=C/Nc2ccc(F)cc2F)c1C#N | 20 | 1 | 10 | 1 | 1928 | -1 | -2 | 5 | 0 | 0.3 | 106
CN(C)C(CNC(=O)c1cc(S(=O)(=O)N(C)c2ccccc2)ccc1Cl)c1cccs1 (centres undefined) | 4 | 1 | 0 | 1.1 | 1607 | 7 | -6 | 2 | -8 | . | 107
CCOc1ccccc1N1CCN(CC(=O)NCCc2ccc(S(N)(=O)=O)cc2)CC1 | -5 | 1.1 | -5 | 1.1 | 1640 | -2 | -1 | 0 | -5 | -0.048 | 101
Cc1ccc(C(=O)NCC(=O)OCc2csc(-c3ccccc3)n2)cc1 | -2 | 1 | 2 | 1 | 1697 | -4 | 5 | 4 | -1 | . | 93
CCOC(=O)C(N)CSC1CC(=O)N(c2ccc(C(=O)OC)cc2)C1=O (centres undefined) | 3 | 1.1 | 5 | 0.9 | 1610 | 0 | 8 | -2 | 6 | -3 | 97
CCC(C)NC(=O)NC(=O)N(C1CCCCC1)S(C)(=O)=O (centres undefined) | -1 | 1 | 2 | 0.9 | 1428 | -3 | 10 | -6 | 8 | . | 95
CC1(C)C(C#N)=C(N)OC2=C1C(=O)CCC2 | 6 | 1 | 3 | 0.9 | 1567 | -1 | -1 | 2 | 11 | . | 106
Cc1nnc2ccc(-c3cccc(NC(=O)c4ccc(Cl)nc4)c3)nn12 | 4 | 1 | 4 | 1.2 | 1557 | 21 | 39 | 6 | -20 | -0.56 | 72
C#CCOCCOCCOCCNc1nc(N2CCN(C(=O)[C@H](Cc3cc4ccccc4[nH]3)n3cc([C@@H](N)C(C)CC)nn3)CC2)nc(N2CCN(C(=O)[C@H](CCCCN)n3cc([C@@H](N)CC(C)C)nn3)CC2)n1 (some centres undefined) | 0 | 1.1 | 8 | 1.3 | 1445 | 7 | . | 2 | -34 | . | .
O=C(OCc1cc(Cl)ccc1OC(F)F)c1cncc(Br)c1 | 1 | 1 | -2 | 1 | 1534 | -10 | 9 | -3 | 4 | -0.017 | 99
Cc1cc(=O)n2[nH]c(-c3ccc(F)cc3)cc2n1 | 1 | 1.1 | 6 | 1 | 1618 | -25 | 4 | 0 | 0 | . | 100
Cc1cc(C)nc(Nc2n[nH]c(COc3ccc(Cl)cc3)n2)n1 | 5 | 1.1 | 0 | 1.4 | 1497 | -2 | 29 | 8 | -36 | 0.31 | 81
CCOC(=O)CN(Cc1sccc1C)C(=O)Nc1cccc(OC)c1 | -2 | 1 | -1 | 0.9 | 1456 | -3 | 8 | 0 | 8 | -0.042 | 94
O=C(CCS(=O)(=O)c1ccccc1)Nc1nc(-c2ccccn2)cs1 | 0 | . | 12 | . | 1667 | -1 | 2 | 2 | . | . | 102
O=C(COc1ccccc1Cl)NNC(=O)C1CCCO1 (centres undefined) | 11 | 1 | -6 | 1.2 | 1353 | 5 | 12 | -3 | -24 | . | 97
Cc1c(/C=C/C(=O)c2ccccc2)cnn1C | -2 | 1 | 3 | 0.9 | 1637 | -8 | -11 | 10 | 7 | -0.61 | 113
Cc1ccc(OCC(O)CNS(=O)(=O)c2ccccc2C(=O)O)cc1 (centres undefined) | 1 | 1 | 2 | 0.6 | 1607 | 3 | 16 | 13 | 44 | 0.8 | 92
COc1ccc(/C=N/NC(=O)c2ccoc2C)cc1OC | 5 | 1 | -1 | 0.9 | 1518 | -36 | 4 | 3 | 13 | 0.24 | 95
COc1cccc(/C=C2\N=C(c3c(-c4ccccc4)noc3C)OC2=O)c1 | 1 | 1 | 3 | 0.9 | 1491 | -1 | 6 | 9 | 9 | 0.51 | 99
COc1ccc2[nH]cc(CCn3ccc(=O)c(C)c3C)c2c1 | 4 | 1.1 | -1 | 0.9 | 1704 | -4 | 10 | 4 | 14 | 0.22 | 96
Cc1ccc(NC(=O)CN(C)c2ccc(S(=O)(=O)N3CCCC3)cn2)cc1 | 10 | 1 | -1 | 1.3 | 1726 | 1 | 9 | 3 | -28 | -0.95 | 93
CCOC(=O)c1nnn(-c2nonc2N)c1CNc1ccccc1 | 6 | 1 | 9 | 0.9 | 1604 | 4 | 10 | 2 | 8 | 0.012 | 96
O=C(Cc1ccccc1)NCCc1ccc(Cl)cc1Cl | 3 | 1 | 5 | 1 | 1676 | -5 | 10 | 4 | -2 | 0.013 | 93
CCSc1nnc(-c2cc(Br)ccc2N=Cc2c(C)[nH]n(-c3ccccc3)c2=O)c(=O)[nH]1 | -9 | 1 | -2 | 1 | 1468 | -2 | -2 | 1 | 2 | 3 | 113
COc1ccccc1OCC(=O)N/N=C1\CCc2ccccc21 | -1 | 1.1 | 5 | 1 | 1427 | -23 | 5 | 10 | 1 | -0.15 | 97
CCCC(=O)Nc1ccc(C(N)=O)cc1 | 6 | 1 | 0 | 1.1 | 1580 | -9 | 5 | -1 | -6 | 0.4 | 100
C#CC(=O)N(c1cccc(OC)c1)C(C(=O)NC1CCCC1)c1cccs1 (centres undefined) | 1 | 1.1 | 7 | 1 | 1560 | 43* | 110* | 1 | -1 | . | 14
CSCC[C@@H](C(=O)NCc1cccs1)N1Cc2ccccc2C1=O | 5 | 1.1 | 9 | 0.9 | 1666 | -6 | 3 | -4 | 12 | . | 101
O=C(CN1C2=NCCN2c2ccccc21)c1ccc(Br)s1 | -5 | 1 | 0 | 0.9 | 1354 | 3 | 2 | -2 | 9 | . | 100
CC1OC(Oc2ccc3ccc(=O)oc3c2-c2c(O)ccc3cc(Oc4ccc5ccc(=O)oc5c4)c(=O)oc23)C(O)C(O)C1O (centres undefined) | 4 | 1 | -4 | 0.9 | 1449 | -12 | -14 | 2 | 7 | -0.018 | 109
COc1cccc(C(=O)NC(=S)Nc2ccc(N3CCCC3)cc2)c1 | 5 | 1 | -1 | 0.9 | 1591 | 0 | 4 | 6 | 6 | . | 101
Cc1ccc(NC(=O)CCn2cccc2)cc1F | -8 | 1 | 1 | 0.8 | 1390 | 3 | 4 | -6 | 17 | . | 103
CCS(=O)(=O)N1CCN(C(=O)COc2ccc(-c3ccccc3)cc2)CC1 | 7 | 1.1 | 10 | 1 | 1524 | -3 | 11 | 7 | 0 | 1.4 | 96
Cc1ccc(-c2noc(CSc3nnc(-c4ccncc4)n3-c3ccc(F)cc3)n2)cc1 | 3 | 1 | 15 | 0.9 | 1745 | 1 | -1 | 3 | 6 | -0.7 | 101
O=C(Cn1cc2c(n1)CCCC2)NCCc1ccccc1 | -5 | 1.1 | 9 | 0.9 | 1499 | -8 | 12 | 0 | 8 | . | 94
CC1(C)OC(=O)C(C(c2ccccc2)C(C#N)C(N)=O)=C(O)O1 (centres undefined) | 10 | 1.1 | 4 | 1 | 1750 | -3 | -2 | 2 | 1 | 0.035 | 106
CCOC(=O)N1CCN(C2=Nc3cccc4cccc2c34)CC1 | 0 | 0.9 | 7 | 0.8 | 1593 | -2 | 17 | -9 | 15 | . | 87
CC(CCc1ccccc1)NC(=O)C1CCN(C(=O)c2sccc2-n2cccc2)CC1 (centres undefined) | 3 | 1 | 4 | 1.2 | 1665 | -2 | 0 | 0 | -23 | . | 108
COc1ccccc1CN1CCNC(=O)C1CC(=O)NCc1c(C)n[nH]c1C (centres undefined) | 1 | 1 | -2 | 1.1 | 1569 | -5 | -7 | 6 | -10 | . | 108

Ordered by count of non-hydrogen atoms (lowest first): part of the list above
SMILES | PPARg SRC-1 ag | TNAP act hiacc | PPARg SRC2 recr | bIAP activator | SRC2 TRFRET art | STAT1 inh | STAT3 blocker | PPARg SRC3 recr | bIAP inhibitor | ROMK primary | STAT3 activator
CCCC(=O)Nc1ccc(C(N)=O)cc1 | 6 | 1 | 0 | 1.1 | 1580 | -9 | 5 | -1 | -6 | 0.4 | 100
Cc1ccc(NC(=O)CCn2cccc2)cc1F | -8 | 1 | 1 | 0.8 | 1390 | 3 | 4 | -6 | 17 | . | 103
O=C(Cc1ccccc1)NCCc1ccc(Cl)cc1Cl | 3 | 1 | 5 | 1 | 1676 | -5 | 10 | 4 | -2 | 0.013 | 93
O=C(Cn1cc2c(n1)CCCC2)NCCc1ccccc1 | -5 | 1.1 | 9 | 0.9 | 1499 | -8 | 12 | 0 | 8 | . | 94
COc1ccc2[nH]cc(CCn3ccc(=O)c(C)c3C)c2c1 | 4 | 1.1 | -1 | 0.9 | 1704 | -4 | 10 | 4 | 14 | 0.22 | 96
COc1ccccc1OCC(=O)N/N=C1\CCc2ccccc21 | -1 | 1.1 | 5 | 1 | 1427 | -23 | 5 | 10 | 1 | -0.15 | 97
CCOC(=O)c1nnn(-c2nonc2N)c1CNc1ccccc1 | 6 | 1 | 9 | 0.9 | 1604 | 4 | 10 | 2 | 8 | 0.012 | 96
COc1cccc(C(=O)NC(=S)Nc2ccc(N3CCCC3)cc2)c1 | 5 | 1 | -1 | 0.9 | 1591 | 0 | 4 | 6 | 6 | . | 101
COc1ccccc1CN1CCNC(=O)C1CC(=O)NCc1c(C)n[nH]c1C (centres undefined) | 1 | 1 | -2 | 1.1 | 1569 | -5 | -7 | 6 | -10 | . | 108
CC(CCc1ccccc1)NC(=O)C1CCN(C(=O)c2sccc2-n2cccc2)CC1 (centres undefined) | 3 | 1 | 4 | 1.2 | 1665 | -2 | 0 | 0 | -23 | . | 108
Cc1ccc(-c2noc(CSc3nnc(-c4ccncc4)n3-c3ccc(F)cc3)n2)cc1 | 3 | 1 | 15 | 0.9 | 1745 | 1 | -1 | 3 | 6 | -0.7 | 101

This is a random part of the collection, and some 3.7% of all compounds hit somewhere here.
